Screening results: PubChem, several laboratories
CHOP inh – inhibitors of CHOP promoter induction, primary screen, cell-based, unfolded protein response, luciferase reporter; CHO-K1 CHOP-promoter luciferase, tunicamycin-induced, 15-18 h; inhibition, % at 10 µM; hit rate 3.8% among 220,000; AID 2732, 2010;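 active = compounds that reduced the stress-induced luciferase reporter signal by more than about 70% of percent inhibition, limit read from the data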;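 also: 0% = tunicamycin plus vehicle and 100% = wells without tunicamycin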
p47phox inh – p47phox/p22phox peptide binding inhibitors, primary screen, biochemical, uHTS, NADPH oxidase regulatory subunit; Neutrophil cytosol factor 1 (Homo sapiens), P14598; inhibition, % at 24.7 µM; hit rate 0.53% among 220,000; fluorescence polarization, 2 h; AID 1274, 2008;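 active = inhibition above about 30%, limit read from the data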;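 also: 0% = p47phox with labelled peptide and 100% = labelled peptide alone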
NPY-Y1 antag – NPY-Y1 receptor antagonists, primary screen, cell-based; Neuropeptide Y receptor type 1 (Homo sapiens), P25929; HEK293-CNG Y1 cells, membrane potential fluorescence; NPY at EC95, then isoproterenol; inhibition, % at 3.6 µM; hit rate 1% among 200,000;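 active = inhibition above the campaign mean inhibition of all tested compounds plus 3 SD, cut at about 20% in these data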;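 also: 0% = DMSO wells given NPY plus isoproterenol and 100% = isoproterenol alone without NPY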
Target sequence (P25929 whole entry, looked up): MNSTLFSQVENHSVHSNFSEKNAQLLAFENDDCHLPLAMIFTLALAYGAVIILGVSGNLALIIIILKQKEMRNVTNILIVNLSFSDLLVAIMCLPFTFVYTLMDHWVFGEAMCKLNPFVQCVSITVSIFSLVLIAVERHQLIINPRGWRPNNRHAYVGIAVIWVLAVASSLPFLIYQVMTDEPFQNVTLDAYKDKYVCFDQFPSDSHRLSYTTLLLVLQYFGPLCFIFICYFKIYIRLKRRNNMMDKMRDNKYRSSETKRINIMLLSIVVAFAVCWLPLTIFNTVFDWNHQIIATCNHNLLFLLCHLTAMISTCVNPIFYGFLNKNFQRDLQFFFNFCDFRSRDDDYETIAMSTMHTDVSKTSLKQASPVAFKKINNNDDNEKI
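Assay system: HEK293 cells with Y1 receptor plus CNG channel | Probe or stimulus: NPY (25 nM), isoproterenol (1 µM), Ro 20-1724 (25 µM) | Timing: Compound incubation 1 h at room temperature, readout 45 min post-stimulation | Measured by: Membrane-potential fluorescent dye readout | Benchmarks: High control isoproterenol alone, low control NPY with isoproterenol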
S1P4 agonist – S1P4 receptor agonists, primary screen, cell-based; AID 1509, 2009; hit rate 0.35% among 220,000; S1P4-expressing cell line, agonist reporter assay; activation, % at 4.98 µM; in the data active = activation above about 11%;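 also: 0% = DMSO vehicle and 100% = reference agonist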
BaF3 parental – parental Ba/F3 cell viability inhibition, counter-screen for JAK2V617F inhibitor project, murine pro-B, CellTiter-Glo luminescence; hit rate 1.1% among 220,000; inhibition, % at 5.6 µM; CellTiter-Glo ATP luminescence; AID 1486, 2009;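 active = inhibition above a per-campaign cutoff, the mean inhibition of all tested compounds plus 3 SD, cut at about 27% in these data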;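 also: 0% = DMSO wells and 100% = JAK Inhibitor I control wells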
S1P4 antag – S1P4 receptor antagonists, primary screen, cell-based; S1P4-expressing cells, antagonist mode, reporter read-out; inhibition, % at 4.98 µM; Sphingosine 1-phosphate receptor 4 (Homo sapiens), O95977; hit rate 0.26% among 220,000; in the data active = inhibition above about 29%;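 also: 0% = wells stimulated with agonist and 100% = vehicle wells without agonist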
NPY-Y2 PAM-ag – NPY-Y2 potentiators or agonists, primary screen, cell-based; activation, % at 3.6 µM; cells expressing NPY-Y2, potentiator/agonist read-out; hit rate 0.45% among 220,000; in the data active = activation above about 27%;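 also: cells stimulated with NPY near EC25 plus isoproterenol at EC100; 0% = vehicle plus submaximal agonist and 100% = vehicle plus saturating agonist; some results beyond the cut were filed as inactive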
Target sequence (P49146 whole entry, looked up): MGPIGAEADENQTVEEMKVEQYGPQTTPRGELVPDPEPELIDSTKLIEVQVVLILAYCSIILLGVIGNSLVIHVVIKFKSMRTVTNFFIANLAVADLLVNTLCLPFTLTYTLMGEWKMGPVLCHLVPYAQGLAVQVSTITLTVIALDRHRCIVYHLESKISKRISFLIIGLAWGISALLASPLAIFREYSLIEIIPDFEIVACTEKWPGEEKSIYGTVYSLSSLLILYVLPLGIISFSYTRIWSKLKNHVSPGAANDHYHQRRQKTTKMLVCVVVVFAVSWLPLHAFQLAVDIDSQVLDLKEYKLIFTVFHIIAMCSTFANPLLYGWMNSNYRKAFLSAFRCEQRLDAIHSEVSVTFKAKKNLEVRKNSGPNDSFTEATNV
NPY-Y1 PAM-ag – NPY-Y1 receptor potentiators or agonists, primary screen, cell-based | Neuropeptide Y receptor type 1 (Homo sapiens), P25929 | NPY-Y1 expressing cells, potentiator/agonist activation | activation, % at 3.6 µM | hit rate 0.37% among 220,000; in the data active = activation above about 33%, passing the limit was not always enough;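 also: cells stimulated with NPY at EC10 then isoproterenol at EC100; 0% = low agonist plus stimulus and 100% = saturating agonist plus stimulus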
Ba/F3 V617F tox – reduced viability of JAK2V617F-dependent Ba/F3 cells, primary screen, JAK2V617F inhibitor project, cell-based, Ba/F3 EpoR-JAK2V617F, luminescence; hit rate 1.1% among 220,000; AID 1446, 2008; ATP luminescence; inhibition, % at 5.6 µM;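 active = inhibition above the campaign mean plus 3 SD over all tested compounds, cut at about 24% in these data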;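 also: cytokine-independent growth of Ba/F3 cells driven by EpoR plus mutant JAK2; 0% = DMSO-treated cells and 100% = JAK inhibitor I control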
Numbers without * were called inactive; . = not tested or not shown.

SMILES	CHOP inh	p47phox inh	NPY-Y1 antag	S1P4 agonist	BaF3 parental	S1P4 antag	NPY-Y2 PAM-ag	NPY-Y1 PAM-ag	Ba/F3 V617F tox
CCOC(=O)Cc1csc(N(C)C)n1	-29	-10	-6	-0.7	9	-18	-1	-6	4
Cc1ccc(Nc2cnn(C34CC5CC(CC(CC(=O)O)(C5)C3)C4)c(=O)c2Cl)cc1C	4	-1	6	-1.2	2	10	-10	-16	1
O=C(Nc1ccccc1N1CCCC1)c1cccnc1	-33	-18	-1	-1.4	1	8	-6	-9	0
COC(=O)c1nn(-c2ccc(OC)cc2)c(=O)cc1NN	28	-1	-5	0.0	1	-4	5	-2	-3
CCN(CC)S(=O)(=O)c1ccc(Cl)c(NC(=O)COc2ccccc2[N+](=O)[O-])c1	11	-15	0	0.2	4	-9	8	4	-4
CC(C)C(NC(=O)c1cccnc1)C(=O)O (stereo not given)	-12	10	1	0.4	5	-5	-3	1	2
Cc1oc(C(C)(C)C)cc1C(=O)N1CCN(c2ccc(C(F)(F)F)cn2)CC1	5	-1	.	0.2	-4	9	-7	8	-1
Cc1ccccc1OCC(=O)NN1CCN(C)CC1	-12	-3	-6	-0.5	5	-9	-11	-9	-3
O=C(c1cc(=O)c2ccccc2o1)N1CCN(c2ccccc2)CC1	-1	3	3	-0.5	0	-26	7	8	-1
Nc1nc(Nc2ccc(Cl)cc2)nc(NCCO)c1[N+](=O)[O-]	0	-16	.	0.2	-4	-6	21	5	0
O=C(Cn1nc(Cc2cccnc2)c2ccccc2c1=O)N1CCN(c2ccccn2)CC1	31	2	3	-0.4	4	-15	16	12	-1
CC1(C)CC2CC(C)(CN2C(=O)c2ccc([N+](=O)[O-])cc2[N+](=O)[O-])C1 (stereo not given)	-7	-5	-3	-0.8	10	0	-17	6	2
CCOC(=O)CSc1nnc2cc(C)c3ccccc3n12	-3	3	0	2.4	1	-15	7	-1	-3
CC(C)Cn1c(-c2ccc(C#N)cc2)nc2c1c(=O)[nH]c(=O)n2CC(C)C	-15	-10	0	-2.7	9	-3	0	10	4
Cc1cc(C)cc(OCC(=O)NNC(=O)c2cc3ccccc3o2)c1	7	5	3	-0.2	2	-6	2	-29	2
FC(F)(F)c1ccc(N2CCOCC2)c(Nc2nc3ccccc3n3cnnc23)c1	43	-9	-4	0.6	9	-20	-24	0	-4
COC(=O)c1cccc(NS(=O)(=O)c2ccc(NC(C)=O)cc2)c1C	-15	-4	-7	-0.2	10	2	-5	8	1
O=C(CNC(=O)c1cccc(F)c1)OCC(=O)N1CCCc2ccccc21	35	-9	1	1.8	3	-4	-1	6	-1
CC1(C(=O)O)CCC(C(N)=O)C1(C)C (stereo not given)	10	-8	.	1.6	-3	-10	-3	9	-3
CCOC(=O)C1CCCN(C(=O)/C=C/c2cc(OC)c(OC)c(OC)c2)C1 (stereo not given)	-35	1	-7	0.5	5	-13	4	9	-2
CC(C)C(=O)Nc1nnn(C)n1	-11	2	0	-0.5	-1	-6	0	5	-1
O=C(NCc1cccs1)C1CC(=O)N(C2CCCC2)C1 (stereo not given)	-1	-13	4	-4.0	6	-8	-21	4	4
O=C(N/N=C/c1cccs1)C1CC(=O)N(c2ccccc2)C1 (stereo not given)	-28	-5	1	-1.8	3	-6	17	7	-4
Cc1ccc(-n2c(N)c(C(N)=O)sc2=S)cc1	-8	-4	0	-3.1	4	-4	-1	-17	0
CCOC(=O)N1CCC(N2Cc3cccc(C(=O)N4CCN(c5cccc(Cl)c5)CC4)c3C2=O)CC1	8	-1	-4	-0.1	10	-14	-4	10	3
CCOc1cc(S(=O)(=O)N(CC)CC)ccc1Cl	13	6	0	-4.2	-1	-2	6	-10	-4
O=C1CC(NNc2ccccc2)C(=O)N1c1cccc(Cl)c1 (stereo not given)	1	4	2	-4.0	7	3	5	2	5
CC1=C(C(=O)OCc2ccccc2)C(c2cccnc2)n2nnnc2N1 (stereo not given)	40	-9	2	-0.6	10	13	4	5	0
COc1ccc(Br)cc1CNC(=O)CCCc1cn(C)c2ccccc12	13	8	-3	1.8	3	-8	-2	0	0
O=C(NCc1ccccc1)Nc1cccn(Cc2ccccc2)c1=O	6	-6	6	-0.7	6	-7	7	3	3
Cc1cc(NC(=O)c2ccc3nc(-c4ccccc4)c(-c4ccccc4)nc3c2)no1	78*	-13	8	-2.4	6	2	-10	6	3
CCOC(=O)c1cnn(-c2nc3c(C)cccc3s2)c1C	-2	-13	-6	-0.3	5	16	-5	15	-2
CC1=NOC(=O)/C1=C\c1ccc(-c2ccccc2Br)o1	-17	-11	1	-0.2	12	-7	-6	-20	7
O=C(CC(O)(c1ccccc1)C(F)(F)C(F)F)c1cccs1 (stereo not given)	16	-6	3	2.2	1	-15	8	15	-3
COC(=O)CN1C(=S)N(c2ccc(F)cc2)C(=O)C1CC(=O)Nc1ccc(F)cc1 (stereo not given)	-3	5	.	4.8	-1	3	26	11	0
COc1ccc(Br)cc1CNC(=O)CCN1C(=O)COc2ccccc21	43	6	5	-0.2	4	-28	-3	3	2
CCn1c(=O)c(C(=O)Nn2c(C)nc3ccccc3c2=O)c(O)c2ccccc21	50	5	6	1.2	5	-22	-19	-18	0
O=C(CN1C(=O)S/C(=C\c2ccc(F)cc2)C1=O)Nc1cccc(S(=O)(=O)NCc2ccco2)c1	-11	-13	-5	-0.2	0	-17	20	29	2
COc1ccc(OC)c(/C=N/NC(=O)CN2CCSCC2)c1	0	-16	-3	0.0	5	-7	8	-1	-2
N#CC1=C(N)Oc2c(ccc3ccccc23)C1c1cccs1 (stereo not given)	.	-18	0	-1.1	5	-2	-2	5	0
Cc1ccc(C(=O)OCC(=O)NC(=O)c2cccn2C)cc1	21	-13	10	0.7	5	-5	0	-19	3
COc1cc(/C=C/C(=O)O)cc(S(=O)(=O)NCCO)c1OC	6	-5	0	-1.0	5	-24	4	-2	4
CC[n+]1ccc(C[n+]2ccccc2)c2ccccc21	22	79*	2	1.8	11	-12	-6	8	2
N#C/C(=C\c1ccc[nH]1)S(=O)(=O)c1ccccc1	41	-36	-4	0.5	4	-11	2	-4	0
CCCCCc1c(C)nc(SCC(=O)O)[nH]c1=O	-3	-6	6	-2.2	5	-4	3	-18	0
COc1ccc2c(c1)C(SCC(=O)NCc1ccccc1)CC(C)(C)O2 (stereo not given)	-3	-4	-1	1.8	4	-4	16	-18	0
Cn1cccc1-c1nc2ccccc2[nH]1	-13	-1	.	-0.2	-2	-2	-2	-9	-2
O=C(O)CC(CNS(=O)(=O)c1cccc2nsnc12)c1ccccc1 (stereo not given)	-20	2	5	-0.5	-1	-27	8	1	-4
Cc1ccc2c(c1)S/C(=C/c1ccc[n+](CCO)c1)N2C	-3	-14	4	-0.4	68*	-8	7	3	87*
Cc1nn(Cc2n[nH]c(=S)n2Cc2ccccc2)c(C)c1Cl	5	-3	-5	2.8	-4	7	4	9	-4
CN(CC(=O)Nc1ccc(C(N)=O)cc1)CC(=O)Nc1ccccc1Cl	39	-10	-1	0.8	5	-19	5	2	2
Cc1ccccc1NC(=S)NCCc1ccccc1	-22	-10	-3	1.9	0	9	-11	9	-2
Cc1ccc(S(=O)(=O)N2CCN(C(=O)CN3CCOCC3)C2)cc1	32	-8	-2	-0.5	-3	6	5	7	-3
COc1ccc(C2C(C(=O)c3cccs3)=C(O)C(=O)N2c2cccc(C)n2)cc1 (stereo not given)	5	-13	.	1.4	3	-11	9	22	0
COc1cc(Cl)c(S(=O)(=O)N2CCCC2)cc1Cl	19	-2	-3	0.3	7	17	-5	5	2
CCC1(COC(=O)Nc2cccc(Cl)c2)COC1	22	-1	5	1.3	7	-6	8	-6	1
COc1ccc(C2c3[nH]c4ccccc4c3CCN2CCCn2cccn2)cc1C (stereo not given)	-15	-7	8	1.2	1	9	-13	-24	-2
Cc1ccc(NC(=O)CC2C(=O)NCCN2C(=S)Nc2ccccc2)c(C)c1 (stereo not given)	25	-7	-1	1.3	2	-20	11	-17	0
N=c1c2c3c(sc2nc2n1CCCCC2)CCCC3	21	-5	11	1.5	2	-7	-7	-38	1
CCn1c(C)nc2cc(C(=O)NNC(=S)Nc3ccc(C)cc3)ccc21	-11	-16	.	0.5	-2	-3	1	-15	4

Compounds from the list above with a Cl atom (10):
SMILES	CHOP inh	p47phox inh	NPY-Y1 antag	S1P4 agonist	BaF3 parental	S1P4 antag	NPY-Y2 PAM-ag	NPY-Y1 PAM-ag	Ba/F3 V617F tox
Cc1ccc(Nc2cnn(C34CC5CC(CC(CC(=O)O)(C5)C3)C4)c(=O)c2Cl)cc1C	4	-1	6	-1.2	2	10	-10	-16	1
CCN(CC)S(=O)(=O)c1ccc(Cl)c(NC(=O)COc2ccccc2[N+](=O)[O-])c1	11	-15	0	0.2	4	-9	8	4	-4
Nc1nc(Nc2ccc(Cl)cc2)nc(NCCO)c1[N+](=O)[O-]	0	-16	.	0.2	-4	-6	21	5	0
CCOC(=O)N1CCC(N2Cc3cccc(C(=O)N4CCN(c5cccc(Cl)c5)CC4)c3C2=O)CC1	8	-1	-4	-0.1	10	-14	-4	10	3
CCOc1cc(S(=O)(=O)N(CC)CC)ccc1Cl	13	6	0	-4.2	-1	-2	6	-10	-4
O=C1CC(NNc2ccccc2)C(=O)N1c1cccc(Cl)c1 (stereo not given)	1	4	2	-4.0	7	3	5	2	5
Cc1nn(Cc2n[nH]c(=S)n2Cc2ccccc2)c(C)c1Cl	5	-3	-5	2.8	-4	7	4	9	-4
CN(CC(=O)Nc1ccc(C(N)=O)cc1)CC(=O)Nc1ccccc1Cl	39	-10	-1	0.8	5	-19	5	2	2
COc1cc(Cl)c(S(=O)(=O)N2CCCC2)cc1Cl	19	-2	-3	0.3	7	17	-5	5	2
CCC1(COC(=O)Nc2cccc(Cl)c2)COC1	22	-1	5	1.3	7	-6	8	-6	1

Quoted from the listing:
NPY-Y2 PAM-ag with `O=C(CNC(=O)c1cccc(F)c1)OCC(=O)N1CCCc2ccccc21` → -1
NPY-Y1 PAM-ag with `CCC1(COC(=O)Nc2cccc(Cl)c2)COC1` → -6
